Screening data from PubChem.
C diff growth – C. difficile growth inhibitors, primary screen, HTS; actives 0.25% (n = 86,000); growth activity, negative = inhibition, % at 16 µg/mL (by protocol); AID 1259249, 2017; Clostridium difficile clinical isolate growth, OD600, 24 h; active compounds read low;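 active means mean growth activity at or below -80% and every replicate also at or below -80%; inconclusive means mean at or below -80% but some replicate above -80%; inactive means mean growth activity above -80%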;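 further: 0% = DMSO wells and -100% = levofloxacin 16 µg/mL wells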
T cruzi growth – T. cruzi intracellular proliferation inhibitors, primary screen, cell-based, beta-gal Tulahuen parasites, NIH3T3 host, luminescence. T. cruzi beta-gal in NIH3T3, GalScreen luminescence, 90 h. inhibition, % at 8.34 µM. actives 5.9% (n = 77,000);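 active means mean inhibition above about 93%, with at least 55% of replicates each passing it, limit read from the data, passing the limit was not always enough; inconclusive means only one of those two conditions holds; inactive means neither condition holds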
Pf Dd2 inh – P. falciparum Dd2 growth inhibitors, primary screen, SYBR Green fluorescence, single dose replicates | activity change, % at 10 µM | 72 h; active compounds read low | AID 1159554, 2015 | actives 2.3% (n = 94,000); in the data active means activity change below about -80%; inconclusive means no clear call, values can overlap the other calls
KDM4C inh – inhibitors of GASC-1 (KDM4C) histone demethylase, primary screen, biochemical, single concentration HTS; inhibition, % at 12.5 µM; Lysine-specific demethylase 4C (Homo sapiens), Q9H3R0; actives 0.15% (n = 96,000); AID 720574, 2013; GST-KDM4C 2-372, H3K9me3 peptide, LANCE TR-FRET;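 active means mean replicate inhibition above about 25%, with at least 55% of replicates also reaching it, limit read from the data, passing the limit was not always enough; inconclusive means only one of those two conditions met; inactive means neither condition met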
Target sequence (Q9H3R0 2-372 limits assumed): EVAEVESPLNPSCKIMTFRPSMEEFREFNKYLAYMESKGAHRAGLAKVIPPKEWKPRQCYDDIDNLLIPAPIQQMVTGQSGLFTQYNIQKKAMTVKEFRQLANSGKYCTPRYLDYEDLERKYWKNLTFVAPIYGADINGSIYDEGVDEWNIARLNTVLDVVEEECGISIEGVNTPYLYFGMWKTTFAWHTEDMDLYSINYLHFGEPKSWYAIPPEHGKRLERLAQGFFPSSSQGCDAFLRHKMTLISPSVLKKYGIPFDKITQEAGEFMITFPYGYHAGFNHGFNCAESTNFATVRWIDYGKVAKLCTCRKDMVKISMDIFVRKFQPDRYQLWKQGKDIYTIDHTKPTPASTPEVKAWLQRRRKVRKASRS
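Compound: one test concentration per compound; Material: GST-GASC-1 enzyme fragment 2-372; Amount: GASC-1 enzyme at 10 nM final in reaction; Also added: H3K9me3 peptide substrate, Fe(II), 2-oxoglutarate; Technique: LANCE TR-FRET; Times: 30 min demethylation and 1 h detection at room temperature.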
The depositor's hits bear a star; ? = inconclusive; / = no result given; & = joins results of further samples. The order is random. Share with any hit: about 7%.

Molecule,KDM4C inh,Pf Dd2 inh,T cruzi growth,C diff growth
CNC[C@H]1Oc2ccc(NS(=O)(=O)c3ccc(Cl)cc3)cc2C(=O)N([C@H](C)CO)C[C@H]1C,0.0,21,/,4
C[C@@H]1CN([C@H](C)CO)S(=O)(=O)c2ccc(C#Cc3cccnc3)cc2O[C@@H]1CN(C)C(=O)CN(C)C,1.2,-30,-7,5
C[C@@H]1CN([C@H](C)CO)C(=O)c2cc(NS(=O)(=O)c3cn(C)cn3)ccc2O[C@@H](C)CCCCO[C@H]1CN(C)Cc1ccncc1,2.0,27,-191,-3
O=C(Nc1cc(F)ccc1F)N1CC(=O)N2[C@H](C1)[C@@H](c1ccc(-c3ccc(F)cc3)cc1)[C@@H]2CO,-0.3,-49,/,0
C[C@H]1CN([C@@H](C)CO)C(=O)c2cccc(NS(=O)(=O)c3ccc(Cl)cc3)c2O[C@@H]1CN(C)Cc1ccc(Cl)c(Cl)c1,1.0,-17,66,18
C[C@@H]1CN([C@H](C)CO)C(=O)Cc2cc(NC(=O)c3ccncc3)ccc2O[C@@H]1CN(C)C(=O)Nc1ccc(C(F)(F)F)cc1,-4.0,-5,-31,-1
COc1ccc(S(=O)(=O)Nc2ccc3c(c2)CC(=O)N([C@H](C)CO)C[C@H](C)[C@@H](CN(C)C(=O)NC(C)C)O3)cc1,-0.1,6,32,1
O=C(NC1CCCC1)[C@H]1[C@H](CO)[C@H]2Cn3c(ccc(-c4ccncc4)c3=O)[C@H]2N1CCc1ccccc1,4.4,-9,47,1
CCCNC(=O)N1CC2(CN(C(=O)Cc3cccnc3)C2)c2c([nH]c3cc(OC)ccc23)[C@@H]1CO,0.0,-3,/,-6
CCCNC(=O)N(C)C[C@H]1Oc2cc(-c3ccccc3)ccc2S(=O)(=O)N([C@H](C)CO)C[C@@H]1C,0.0,10,78,2
CC(C)NC(=O)N(C)C[C@H]1OCCCC[C@H](C)Oc2ccc(NC(=O)Nc3ccc(C(F)(F)F)cc3)cc2C(=O)N([C@@H](C)CO)C[C@H]1C,-0.2,-33,49,9
CC(C)NC(=O)N1CC[C@@H]2[C@H]1c1cc(Br)ccc1N(C)[C@H]2CO,1.4,6,12,3
C[C@H](CO)N1C[C@H](C)[C@@H](CN(C)Cc2ccc3c(c2)OCO3)Oc2c(NC(=O)Nc3ccc4c(c3)OCO4)cccc2C1=O,0.9,10,46,-4
CC(=O)Nc1ccc2c(c1)C(=O)N(C)[C@H]1CC[C@H](CC(=O)NC3CCCCC3)O[C@@H]1CO2,0.3,-9,-20,0
O=C(NCC[C@@H]1CC[C@@H](NC(=O)C2CCCCC2)[C@@H](CO)O1)Nc1ccc(Cl)cc1,1.4,16,-15,/
O=C(NC1CCCCC1)N1CC(=O)N2[C@H](CO)[C@@H](c3ccc(-c4cccnc4)cc3)[C@@H]2C1,0.4,-12,/,-7
C[C@@H]1CN([C@@H](C)CO)S(=O)(=O)c2ccc(-c3ccccc3F)cc2O[C@@H]1CN(C)CC1CC1,-0.2,-38,/,-15
COc1ccc(NC(=O)N(C)C[C@@H]2Oc3ccc(NS(=O)(=O)c4cn(C)cn4)cc3C(=O)N([C@H](C)CO)C[C@@H]2C)cc1,-0.1,33,69,-4
O=C(C[C@@H]1CC[C@H]2[C@@H](COC[C@@H](O)CN2Cc2cc(F)cc(F)c2)O1)NCc1cccc(F)c1,0.0,-10,73,/
COc1ccc(CN(C)C[C@H]2OCCCC[C@@H](C)Oc3ccc(NS(=O)(=O)c4ccc(C)cc4)cc3C(=O)N([C@H](C)CO)C[C@H]2C)cc1,-1.0,-69,/,/
CC(C)NC(=O)N[C@H]1CC[C@@H](CCNC(=O)C2CCCC2)O[C@@H]1CO,-1.5,23,-18,-1
COCC(=O)Nc1ccc2c(c1)C(=O)N(C)[C@H]1CC[C@@H](CC(=O)NCc3ccc(OC)cc3)O[C@H]1CO2,0.0,-24,-38,-1
C[C@@H]1CN([C@@H](C)CO)C(=O)c2cccc(NC(=O)c3cnccn3)c2O[C@H]1CN(C)C(=O)NC1CCCCC1,0.1,-20,5,-1
O=C(NC[C@H]1N[C@H](CO)[C@@H]1c1ccccc1)C1CCCC1,2.9,6,3,-3
CS(=O)(=O)N1CCCCN2[C@H](CO)[C@@H](c3ccc(C#Cc4ccccn4)cc3)[C@H]2C1,1.8,9,?,2
C[C@@H]1CN([C@H](C)CO)C(=O)c2cc(C#CCN(C)C)cnc2O[C@H]1CN(C)Cc1ccc(C(=O)O)cc1,2.2,12,-11,-1
COc1ccccc1C#Cc1ccc([C@@H]2[C@H](CO)N3CCCCN(S(C)(=O)=O)C[C@@H]23)cc1,1.5,-48,91,3
C[C@@H]1CN([C@@H](C)CO)C(=O)c2cccc(NC(=O)Nc3ccc(C(F)(F)F)cc3)c2O[C@@H]1CN(C)S(=O)(=O)c1cccs1,/,-23,98,13
C[C@@H]1CN([C@H](C)CO)C(=O)c2cc(C#Cc3ccccc3F)cnc2O[C@H]1CN(C)C(=O)C1CC1,4.5,-10,11,/
O=C(C[C@@H]1CC[C@@H]2[C@H](COC[C@@H](O)CN2Cc2ccccc2)O1)NCCc1ccccc1,0.7,-5,13,/
CN(C)c1ccc2c(c1)[C@@H]1C[C@@H](CC(=O)NCc3ccccn3)O[C@H](CO)[C@@H]1O2,14,12,81,-4
COc1ccc2c3c([nH]c2c1)[C@H](CO)N(C(=O)Nc1c(C)noc1C)CC31CN(CC2CCOCC2)C1,0.0,35,/,-9
C[C@H]1CCCCO[C@@H](CN(C)C(=O)Nc2ccc(C(F)(F)F)cc2)[C@@H](C)CN([C@@H](C)CO)C(=O)c2cc(NC(=O)Nc3ccc(C(F)(F)F)cc3)ccc2O1,-1.0,8,126*,2
CCCNC(=O)N1[C@H](C#N)[C@H](c2ccc(C3=CCCCC3)cc2)[C@@H]1CO,/,?,99*,-2
C[C@H](CO)N1C[C@H](C)[C@@H](CN(C)C)Oc2ccc(NS(=O)(=O)c3cccs3)cc2C1=O,0.4,9,13,-1
C[C@H](CO)N1C[C@H](C)[C@H](CN(C)Cc2cncnc2)Oc2ncc(-c3cccc(F)c3)cc2C1=O,2.5,-20,38,-2
O=C([C@@H]1[C@@H](CO)[C@@H]2Cn3c(cccc3=O)[C@@H]2N1Cc1ccncc1)N1CCCCC1,1.9,/,-16,0
O=C(c1ccc(F)cc1)N1C[C@@H]2N[C@H](C1)C2c1ccc(-c2ccccc2F)cc1 (stereo partly specified),-4.0&0.4,-32&10,/,71&16
C/C=C/c1ccc([C@H]2[C@@H](CNC(=O)C3CC3)N(C(=O)CC)[C@H]2CO)cc1,0.4,-7,75,3
CCCNC(=O)N1CC2(CN(CC3CCOCC3)C2)c2c(n(C)c3cc(OC)ccc23)[C@@H]1CO,2.4,-29,/,-11
COc1ccc(S(=O)(=O)N(C)C[C@H]2Oc3ccc(NC(=O)Cc4cn(C)c5ccccc45)cc3C(=O)N([C@H](C)CO)C[C@@H]2C)cc1,7.9,?,38,-6
Cc1ccc(S(=O)(=O)N(C)C[C@@H]2Oc3ccc(NC(=O)Cn4cnnn4)cc3C(=O)N([C@H](C)CO)C[C@@H]2C)cc1,-0.5,-19,16,-6
CN1C[C@H]2[C@@H](c3ccccc31)[C@@H](CO)N2C(=O)Nc1ccccc1,-2.7,-8,32,-4
C[C@H]1CN([C@@H](C)CO)C(=O)c2cc(NC(=O)Cc3cn(C)c4ccccc34)ccc2O[C@@H]1CN(C)Cc1ccc(C(=O)O)cc1,0.7,-2,/,2
CCCN(C)C[C@H]1Oc2cc(C#C[C@H](C)O)ccc2S(=O)(=O)N([C@H](C)CO)C[C@H]1C,0.4,-5,16,1
Cc1ccccc1-c1ccc(C2[C@H]3CNC[C@@H]2N3S(=O)(=O)c2ccccc2)cc1 (stereo partly specified),-0.7,9&18,/,65&40
C[C@@H]1CN([C@H](C)CO)C(=O)Cc2cc(NS(=O)(=O)c3ccc(F)cc3)ccc2O[C@H]1CN(C)Cc1ccc(C(=O)Nc2ccccc2N)cc1,-1.0,-14,/,1
O=C(NCC[C@H]1CC[C@@H](NS(=O)(=O)c2cccc(F)c2)[C@@H](CO)O1)c1cnccn1,3.4,7,-25,-6
CC(C)(C)[S@](=O)N1Cc2cc(C(=O)O)nc(-c3cccc(-c4cccc(F)c4)c3)c2[C@@H]1CCO,10,29,/,-4
CCC(=O)N1C[C@H]2[C@@H](c3ccccc31)[C@@H](CO)N2CC1CCCC1,0.5,-33,-47,0
C[C@@H]1CN([C@H](C)CO)C(=O)c2cc(NS(=O)(=O)c3ccc(F)cc3)ccc2O[C@@H]1CN(C)Cc1ccc(C(=O)Nc2ccccc2N)cc1,0.0,-44,54,5
C[C@H](NC(=O)[C@@H]1[C@@H](CO)[C@@H]2Cn3c(ccc(-c4ccccc4F)c3=O)[C@H]1N2)c1ccccc1,-1.4,-5,-12,-6
C[C@H]1CN([C@@H](C)CO)S(=O)(=O)c2ccc(C3=CCCCC3)cc2O[C@@H]1CN(C)C(=O)Nc1ccc2c(c1)OCO2,-1.8,-2,/,7
C[C@H]1CN([C@@H](C)CO)C(=O)Cc2cc(N(C)C)ccc2O[C@H]1CN(C)Cc1ccc(C(=O)O)cc1,0.1,21,9,-1
CN(C)CC(=O)N1CCCCN2[C@H](CO)[C@@H](c3ccc(-c4cccc(C(=O)N(C)C)c4)cc3)[C@@H]2C1,-0.7,12,-5,-7
Cc1ccc(S(=O)(=O)Nc2ccc3c(c2)C(=O)N([C@H](C)CO)C[C@@H](C)[C@H](CN(C)Cc2ccc(C(=O)O)cc2)OCCCC[C@@H](C)O3)cc1,-1.5,24,/,/
CC(C)NC(=O)N1C[C@H]2[C@@H](c3ccccc31)[C@H](CO)N2C(=O)Nc1ccc(F)cc1,0.5,-2,27,-4
O=C(C[C@@H]1CC[C@H]2NC[C@@H](O)COC[C@@H]2O1)NCCc1ccncc1,0.4,/,26,10&-10
C[C@@H]1CN([C@H](C)CO)C(=O)c2cccc(NC(=O)c3cnccn3)c2O[C@H]1CN(C)S(=O)(=O)c1ccccc1,-1.2,1,24,/
C[C@@H]1CCCCO[C@H](CN(C)C(=O)Nc2ccccc2)[C@H](C)CN([C@H](C)CO)C(=O)c2cc(NC(=O)CCCN(C)C)ccc2O1,1.1,-47,/,0

2 entries from above, with values under each structure:
Results follow in this order: KDM4C inh | Pf Dd2 inh | T cruzi growth | C diff growth
> CCCN(C)C[C@H]1Oc2cc(C#C[C@H](C)O)ccc2S(=O)(=O)N([C@H](C)CO)C[C@H]1C
    0.4 | -5 | 16 | 1
> Cc1ccccc1-c1ccc(C2[C@H]3CNC[C@@H]2N3S(=O)(=O)c2ccccc2)cc1 (stereo partly specified)
    -0.7 | 9&18 | / | 65&40

Following part
Molecule,KDM4C inh,Pf Dd2 inh,T cruzi growth,C diff growth
CCCNC(=O)Nc1ccc2c(c1)OC[C@H](C)N(C(C)=O)C[C@H](C)[C@H](OC)CN(C)C2=O,0.3,7,-6,-2
N#C[C@H]1[C@H](c2ccccc2-c2ccccc2F)[C@@H](CO)N1C(=O)C1CC1,1.2,-4,/,-10
CCCN1[C@@H]2c3ccc(-c4cccc(OC)c4)c(=O)n3C[C@@H]2[C@@H](CO)[C@@H]1C(=O)OC,4.3,10,-28,-1
COc1cccc(NC(=O)N(C)C[C@@H]2OCc3cnnn3CCCC(=O)N([C@@H](C)CO)C[C@H]2C)c1,2.0,-3,27,-4
O=C(C[C@@H]1CC[C@@H](NS(=O)(=O)c2ccccc2)[C@H](CO)O1)NCc1ccccc1F,1.8,-4,16,-7
CCN(C[C@@H]1[C@@H](c2ccc(-c3cccnc3)cc2)[C@H](CO)N1C(C)=O)C(C)=O,3.1,8,-38,-3
C[C@@H]1CN([C@@H](C)CO)C(=O)c2cc(-c3ccc(F)cc3)cnc2O[C@H]1CN(C)C(=O)c1ccncc1,-1.2,-1,64,/

Four compounds from above, ordered by their value in KDM4C inh, smallest number first.
Structure | KDM4C inh
CCCNC(=O)Nc1ccc2c(c1)OC[C@H](C)N(C(C)=O)C[C@H](C)[C@H](OC)CN(C)C2=O | 0.3
C[C@@H]1CCCCO[C@H](CN(C)C(=O)Nc2ccccc2)[C@H](C)CN([C@H](C)CO)C(=O)c2cc(NC(=O)CCCN(C)C)ccc2O1 | 1.1
COc1ccccc1C#Cc1ccc([C@@H]2[C@H](CO)N3CCCCN(S(C)(=O)=O)C[C@@H]23)cc1 | 1.5
O=C(NCC[C@H]1CC[C@@H](NS(=O)(=O)c2cccc(F)c2)[C@@H](CO)O1)c1cnccn1 | 3.4
